# AmpC inh no detg = inhibitors of E. coli AmpC beta-lactamase without detergent; AID 485341; P00811; Potency, µM (series often up to 57.1 µM), for inactives: at the highest dose activity change, negative = inhibition, actives largely listed as inhibitors; AmpC nitrocefin hydrolysis, absorbance 480 nm, 0.0001% Triton; hit rate 0.52% among 330,000;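 note: potency is the fitted concentration of half-maximal effect; plate controls were no compound for no effect and no enzyme for full effect; nearly all actives have a fitted effect of over 20% in size; some results filed as inactive show a strong effect at the top dose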
# Target sequence (P00811 whole entry, looked up): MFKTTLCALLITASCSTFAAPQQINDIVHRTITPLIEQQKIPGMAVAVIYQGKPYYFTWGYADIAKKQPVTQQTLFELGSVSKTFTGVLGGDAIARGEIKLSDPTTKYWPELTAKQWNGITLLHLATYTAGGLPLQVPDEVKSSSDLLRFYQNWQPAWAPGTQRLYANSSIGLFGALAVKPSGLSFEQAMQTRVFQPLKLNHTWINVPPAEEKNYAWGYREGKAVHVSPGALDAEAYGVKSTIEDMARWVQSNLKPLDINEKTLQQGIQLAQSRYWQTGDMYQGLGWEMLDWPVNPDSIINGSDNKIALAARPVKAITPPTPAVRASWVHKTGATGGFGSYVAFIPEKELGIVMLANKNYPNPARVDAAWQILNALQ
#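 20 mM phosphate pH 7.0 + 0.01% (detergent screen) or 0.0001% Triton X-100; 5.3 nM AmpC reagent; cpd preinc 15 min RT; nitrocefin (800 uM stock) to start; A480 q20 s × 4 min; Activity was normalised to no-enzyme and no-compound control wells.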
# Giardia FBPA inh = blocks Giardia fructose-bisphosphate aldolase activity | Potency, µM (titrated, usually from 59.6 µM), for inactives: at the highest dose activity, negative = inhibition, most hits filed as inhibitors | purified Giardia FBPA | A8B2U2 | hit rate 0.71% among 290,000 | AID 2451; note: potency is the fitted concentration of half-maximal effect; nearly all actives have a fitted effect of over 55% in size
# Target sequence (A8B2U2 whole entry, looked up): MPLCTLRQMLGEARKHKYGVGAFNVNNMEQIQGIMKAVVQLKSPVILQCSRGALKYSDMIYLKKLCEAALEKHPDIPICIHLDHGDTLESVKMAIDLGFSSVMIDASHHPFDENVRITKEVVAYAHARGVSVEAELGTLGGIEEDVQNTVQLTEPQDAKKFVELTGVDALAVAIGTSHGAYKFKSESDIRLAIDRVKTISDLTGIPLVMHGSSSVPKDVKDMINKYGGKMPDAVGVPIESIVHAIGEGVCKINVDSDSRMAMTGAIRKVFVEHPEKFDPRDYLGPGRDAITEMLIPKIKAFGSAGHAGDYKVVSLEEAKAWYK
#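 Giardia FBPA (40 nM reagent) was preincubated 10 min at RT with compound (up to 57.5 uM final), then substrate plus GAPDH/TPI/NAD/arsenate coupling system with diaphorase/resazurin was added; resorufin fluorescence (525/598 nm) was read after 20 min.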
# AmpC inh detg = AmpC beta-lactamase inhibition with detergent present; AID 485294; hit rate 0.041% among 370,000; Potency, µM (series often up to 114 µM), for the others: at the top dose activity change, negative = inhibition, hits mostly inhibitors; AmpC hydrolysis of nitrocefin, absorbance 480 nm, 0.01% Triton;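 note: potency is the fitted concentration of half-maximal effect; 0% = no-compound wells and -100% = no-enzyme wells; nearly all actives have a fitted effect of over 25% in size; some results filed as inactive show a strong effect at the top dose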
#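 AmpC (5.3 nM in the dispensed reagent) in 20 mM phosphate pH 7.0 with 0.01% (detergent screen) or 0.0001% Triton X-100 was preincubated with compounds for 15 min at room temperature. Nitrocefin was then added from an 800 uM solution, and hydrolysis was followed at 480 nm.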
# HCMV inh = inhibitors of human cytomegalovirus; HFF cells, HCMV-luciferase reporter, 72 h; stronger effect = lower value; activity change, negative = inhibition, % at 57.5 µM; hit rate 4.5% among 410,000; AID 1259415; in the data active = activity change below about -60%; inconclusive = no clear call, values can overlap the other calls; inactive = above about -39%
#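 Compounds were evaluated in HFFs infected with an HCMV luciferase reporter virus (MOI 1 PFU/cell). Luciferase in lysates collected 72 h post infection served as the replication measure.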
# AMA1-RON2 inh = disrupts binding of P. falciparum AMA1 to RON2 | AID 720542 | AlphaScreen AMA1-biotinylated RON2 peptide binding | Potency, µM (highest dose often 58.2 µM), without a hit: top-dose activity change, negative = inhibition, actives largely listed as inhibitors | hit rate 0.2% among 360,000;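 note: potency is the fitted concentration of half-maximal effect; 0% = vehicle wells and -100% = peptide control; nearly all actives have a fitted effect of over 45% in size; some results filed as inactive show a strong effect at the top dose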
#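 AMA1 (3D7) with his tag at 25 nM final met compounds first, then biotinylated RON2 peptide at 25 nM; detection used donor plus acceptor beads, 10 µg/mL apiece, read by AlphaScreen after 30 min at room temperature.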
# Sm TGR block = blocks Schistosoma mansoni thioredoxin glutathione reductase. Potency, µM (top dose mostly 114 µM), inactives show at the highest dose activity change, negative = inhibition, most hits filed as inhibitors. purified TGR, DTNB reduction, TNB absorbance 405 nm. Q962Y6. hit rate 3% among 360,000; note: potency is the fitted concentration of half-maximal effect; nearly all actives have a fitted effect of over 60% in size
#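 Kinetic colorimetric format: TGR-catalysed, NADPH-driven DTNB reduction monitored via TNB absorbance. Enzyme dispensed at 20 nM; compound exposure 15 min at room temperature before reaction start.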
# * hit, by the source's call; u = inconclusive; x = not tested or not shown; [ ] = another dose, or the depositor's remark. Unless noted, calls come from the whole dose curve; as a rule, active = well fitted curve in the direction sought with a large enough effect; inconclusive = small, poorly fitted or top-dose-only effect, or another doubt; inactive = no such curve, though single readings can be large; an effect the other way counts as inactive or inconclusive. Unless noted, % is set by controls: 0 for no effect and ±100 for the full control effect.
no.	molecule	AmpC inh no detg	Giardia FBPA inh	AmpC inh detg
1	CCOC(=O)c1sc(=NC(=O)COc2ccc(Cl)cc2)n(C)c1C	-15%	4%	-3%
2	COc1ccc(-c2nc(CN3CCC(C(=O)NCC4CCCO4)CC3)c(C)o2)cc1OC (stereo not drawn)	26%	-16%	-12%
3	Cc1nnc(N2C(=O)C(O)=C(C(=O)c3ccco3)C2c2cccc([N+](=O)[O-])c2)s1 (stereo not drawn)	-5%	x	5%
4	COc1ccc([N+](=O)[O-])cc1NC(=O)COC(C)=O	0%	-23%	0%
5	COc1ccc(CNC(=O)[C@H](NC(=O)C2CCN(C(=O)[C@@H](N)CCSC)CC2)C(C)C)cc1	11%	u	u
6	C=CCn1c(-c2cccnc2Cl)nc2cc(Cl)c(Cl)cc21	53%	-4%	-10%
7	CCOC(=O)C1CCN(CCC(=O)Nc2cccc(Cl)c2C)CC1	-7%	7%	u
8	COc1cc(C(=O)O)ccc1Cl	-11%	-5%	-5%
9	COc1ccc(Cc2nnc(SCC(=O)Nc3ccc(C)cc3C)[nH]c2=O)cc1	-19%	x	-5%
10	CCC(=O)Nc1ccc(Nc2nc(C)c([N+](=O)[O-])c(Nc3ccc(NC(=O)CC)cc3)n2)cc1	45%	-5%	-9%
11	Cc1nn(CC(=O)NCCN2CCCCC2C)c(=O)c2cc(-c3ccccc3)nn12 (stereo not drawn)	-13%	-10%	-8%
12	CCCCN(c1ccccc1)S(=O)(=O)N(C)C	-5%	-1%	-1%

no.	HCMV inh	AMA1-RON2 inh	Sm TGR block
1	97	-12%	-25%
2	-20	-1%	-10%
3	-26	-9%	50%[activator]
4	30	-2%	6%
5	-1	5%	-5%
6	42	-5%	-26%
7	7	-1%	-4%
8	-31	0%	-5%
9	-38	-22%	-6%
10	-17	-10%[2.32 µM]	8%
11	-36	-1%	-10%
12	-13	-7%	10%

# The list goes on:
no.	molecule	AmpC inh no detg	Giardia FBPA inh	AmpC inh detg
13	COc1ccc(N/C=C/C(=O)C(C)(C)C)cc1	2%	-10%	6%
14	Nn1c(SCC(=O)N2CCOCC2)nnc1-c1ccc(Cl)cc1Cl	-18%	0%	-12%
15	CNC(=S)NNc1ccccc1[N+](=O)[O-]	-16%	u	0%
16	O=C(/C(C=Nc1cc2c(oc1=O)CCCC2=O)=C(\O)c1ccccc1)c1ccccc1	-25%	-2%	0%
17	CC(CN(C)Cc1ccccc1)OC(=O)c1cccc(F)c1 (stereo not drawn)	5%	u	-13%
18	COc1ccc(NC(=O)CSC2=Nc3ccccc3C3=NC(CC(=O)NCc4ccccc4OC)C(=O)N23)cc1Cl (stereo not drawn)	x	x	13%
19	COc1ccc(NC(=O)NC[C@@H]2CC[C@@H](Cc3ccc(-c4ccccc4)cc3)O2)cc1	-29%	x	x
20	Cc1cc(NC(=O)CSc2nnc(-c3ccccc3)n2Cc2ccco2)no1	-18%	8%	0%
21	CCOc1cc(C(=O)Nc2cc(C(=O)OC)ccc2C)ccc1OCC(=O)N1CCOCC1	-1%	x	4%
22	Cc1nn2c(=O)cc(CSc3ccccc3NC(=O)c3ccccc3)nc2s1	6%	19%	-6%
23	CN1CCCN(C(=O)c2cccc(Cl)c2)CC1	-7%	-6%	2%
24	O=S1(=O)N=C(N(Cc2cccs2)c2ccc(O)cc2)c2ccccc21	u	2%	-5%

no.	HCMV inh	AMA1-RON2 inh	Sm TGR block
13	u	u	11%
14	4	-1%	19%[11.4 µM]
15	69	-8%	-36%
16	-18	107%[activator]	x
17	-33	8%	-1%
18	18	x	9%
19	-27	-3%	x
20	-2	2%	-24%
21	0	7%	3%
22	-29	5%	-16%
23	2	-1%	64%[activator]
24	-26	-1%	x

# (next part)
no.	molecule	AmpC inh no detg	Giardia FBPA inh	AmpC inh detg
25	C/C(=N/NC(=O)c1nnn(-c2nonc2N)c1COc1ccccc1)c1ccc(O)cc1	-41%	-7%	3%
26	CC(Oc1ccc(Cl)cc1Cl)C(=O)Nc1ncccn1 (stereo not drawn)	36%	5%	-7%
27	CN1CCC(CN)(N2CCN(c3ccccc3)CC2)CC1	4%	6%	2%
28	Cc1ccc(C)c(OCCn2nnc3ccccc32)c1	-15%	-2%	-8%
29	Cc1c(O)ccc(/C=N/Nc2ncccc2[N+](=O)[O-])c1O	-23%	16%	u
30	Cc1cn2c(=O)cc(COC(=O)c3ccc(NC(=O)c4ccccc4C)cc3)nc2s1	x	x	2%
31	COc1cc(C(=O)OCc2cc3ccccc3[nH]c2=O)cc(OC)c1OC	-15%	3%	2%
32	CN1CCC(=NNC(=O)CN(c2cccc(Br)c2)S(C)(=O)=O)CC1	-20%	-1%	-6%
33	COc1ccc(CNC(=O)c2cccc(NC3=NC4CS(=O)(=O)CC4S3)c2)cc1 (stereo not drawn)	-9%	-12%	-13%
34	COc1ccc(C(=O)NNC(=O)CCC(=O)Nc2ccc(C)cc2C)cc1	-6%	-3%	-13%
35	O=S(=O)(c1cccc(-c2nnc(SCc3nc4ccccc4s3)o2)c1)N1CCOCC1	46%	1%	3%
36	CCOc1ccc(Cc2nc(C)c(CC(=O)N3CCOCC3)c(=O)[nH]2)cc1	3%	2%	-6%

no.	HCMV inh	AMA1-RON2 inh	Sm TGR block
25	2	80%[activator]	-13%
26	-6	-14%	2%
27	-78*	-9%	u
28	32	14%	4%
29	-69*	59%[activator]	-22%
30	-33	x	0%
31	-86*	3%	2%
32	54	-11%	0%
33	26	-7%	4%
34	-30	1%	-2%
35	50	-2%	2%
36	-13	1%	4%

# The list continues.
no.	molecule	AmpC inh no detg	Giardia FBPA inh	AmpC inh detg
37	C=CCN(C(=O)C1CC(=O)N(C2CCCC2)C1)c1nc(-c2ccc(S(C)(=O)=O)cc2)cs1 (stereo not drawn)	154%[activator]	x	-14%
38	Cn1c(-c2ccc(F)cc2)cnc1NCc1cccc(F)c1	-8%	x	-16%
39	CC1(C)CC(=O)C=C(Nc2ccccc2O)C1	61%[activator]	0%	8%
40	COc1ccc2[nH]c(=O)c(CN(CCO)C(=O)NCc3ccccc3)cc2c1	x	5%	0%
41	COc1ccccc1NC(=O)CN(c1cc(C)cc(C)c1)S(=O)(=O)c1c(C)[nH]c(=O)[nH]c1=O	x	x	2%
42	O=c1cc(Cn2nnc(-c3ccc(Cl)cc3)n2)nc2sccn12	21%	-3%	-20%
43	Cc1nc(-c2ccc(O)c(O)c2)cs1	-21%	u	1%
44	Cc1[nH]nc(SCC(=O)N2CCOCC2)c1[N+](=O)[O-]	-23%	-1%	-3%
45	COc1ccc(C(=O)C2CCN(C(=O)c3ccc(C)cc3)CC2)cc1	49%	6%	-9%
46	CC(=O)Nc1ccc(NC(=O)c2c(C)nn(Cc3ccccc3)c2Cl)cc1	8%	1%	-6%
47	Cc1ccc(-n2nc3c(=O)n(CCCC(=O)NCC(C)c4ccccc4)nc(C)c3c2C)cc1 (stereo not drawn)	106%[activator]	x	-1%
48	COc1ccc(N2CC(C(=O)Nc3ccc(S(=O)(=O)N4CCOCC4)cc3)CC2=O)cc1 (stereo not drawn)	22%	2%	-11%

no.	HCMV inh	AMA1-RON2 inh	Sm TGR block
37	50	6%	1%
38	32	-7%	1%
39	11	3%	-10%
40	-7	-2%	12%
41	13	x	1%
42	-30	-5%	0%
43	30	8%	u
44	-14	-3%	-4%
45	-36	2%	9%
46	-19	14%	-7%
47	-12	-5%	11%
48	u	-6%	-13%

# Structures from the list above containing two or more sulfur atoms (5):
no.	molecule	AmpC inh no detg	Giardia FBPA inh	AmpC inh detg
22	Cc1nn2c(=O)cc(CSc3ccccc3NC(=O)c3ccccc3)nc2s1	6%	19%	-6%
24	O=S1(=O)N=C(N(Cc2cccs2)c2ccc(O)cc2)c2ccccc21	u	2%	-5%
33	COc1ccc(CNC(=O)c2cccc(NC3=NC4CS(=O)(=O)CC4S3)c2)cc1 (stereo not drawn)	-9%	-12%	-13%
35	O=S(=O)(c1cccc(-c2nnc(SCc3nc4ccccc4s3)o2)c1)N1CCOCC1	46%	1%	3%
37	C=CCN(C(=O)C1CC(=O)N(C2CCCC2)C1)c1nc(-c2ccc(S(C)(=O)=O)cc2)cs1 (stereo not drawn)	154%[activator]	x	-14%

no.	HCMV inh	AMA1-RON2 inh	Sm TGR block
22	-29	5%	-16%
24	-26	-1%	x
33	26	-7%	4%
35	50	-2%	2%
37	50	6%	1%

# More compounds follow.
no.	molecule	AmpC inh no detg	Giardia FBPA inh	AmpC inh detg
49	Cc1cc(C)cc(N(CC(=O)NCc2cccnc2)S(C)(=O)=O)c1	-3%	2%	-4%
50	CCN(CC)CCNC(=O)C(=O)NCC1OCCN1S(=O)(=O)c1ccc2c(c1)OCCO2 (stereo not drawn)	-21%	7%	u
51	CC1CCCC(C)N1C(=O)COC(=O)CCC1CCCC1 (stereo not drawn)	3%	x	1%
52	Cc1cc(C(=O)CSc2nnc(-c3ccccc3)o2)c(C)n1CC1COc2ccccc2O1 (stereo not drawn)	-28%	15%	-11%
53	NS(=O)(=O)c1ccc(NS(=O)(=O)c2cccs2)cc1	-1%	1%	2%
54	Cc1cc(C)cc(NC(=O)C2CCCN2S(=O)(=O)c2cccc3cccnc23)c1 (stereo not drawn)	14%	-9%	u
55	O=C(Nc1ccc(F)cc1)C1CC2CCC1C2 (stereo not drawn)	-16%	1%	7%
56	O=C(CSc1nc2ccccc2o1)N/N=C/c1ccccc1	-7%	-5%	2%
57	O=C(O)CCCCCCCCc1cn(CCc2c[nH]c3ccccc23)nn1	-53%	-8%	u
58	Cc1ccc(-n2c(=O)c3ccc(C(=O)NCc4ccco4)cc3n(Cc3ccccc3Cl)c2=O)cc1	x	x	1%
59	Cc1ccc(/C=N/N2CCN(c3ccncc3S(=O)(=O)N3CCCCC3)CC2)cc1	0%	-13%	-8%
60	N#CCNC1CC(=O)N(c2ccccc2)C1=O (stereo not drawn)	-21%	-3%	-14%

no.	HCMV inh	AMA1-RON2 inh	Sm TGR block
49	29	-1%	3%
50	19	-3%	7%
51	-27	5%	-30%
52	-18	-4%	-12%
53	9	-1%	8%
54	36	-4%	4%
55	-4	0%	-3%
56	13	95%[activator]	5%
57	46	1%	-18%
58	5	x	-19%
59	8	-1%	19%
60	44	-1%	-25%

# Continued.
no.	molecule	AmpC inh no detg	Giardia FBPA inh	AmpC inh detg
61	COc1ccc(NC(=O)c2cnn(-c3ccc(C)c(C)c3)c2C2CCNCC2)cc1OC	x	x	4%
62	COC(=O)[C@]1(Cc2ccccc2)N[C@H](CN(C)C(=O)Nc2ccc(Cl)cc2)[C@@H]2C(=O)N(C)C(=O)[C@@H]21	156%[activator]	x	x
63	CCCNC(=S)N1CCC(C(=O)c2ccc(OC)cc2)CC1	-10%	4%	-7%
64	Cc1nn(-c2ccccc2)c(C)c1NC(=O)COC(=O)/C=C/c1ccccc1	8%	x	u

no.	HCMV inh	AMA1-RON2 inh	Sm TGR block
61	-5	x	45µM*
62	-26	27%	x
63	-22	2%	-22%
64	-20	-14%	-6%

# Source: PubChem (National Center for Advancing Translational Sciences (NCATS))
